Source: PubChem (National Center for Advancing Translational Sciences (NCATS))
USP2a inh: qHTS Assay for Inhibitors of Ubiquitin-specific Protease USP2a Using CHOP2 as the Reporter; USP2 core, Ub-CHOP2 coupled fluorogenic reporter, 485/531; Potency, µM (series often up to 38.3 µM), for inactives: top-dose activity change, negative = inhibition, hits mostly inhibitors; 0.01% of 330,000 active;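 also: potency is read from the fitted curve at half-maximal effect; plate controls were DMSO wells for no effect and full inhibition by NEM control for full effect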
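Deubiquitinase activity read as fluorescence (485/531 nm) after Ub-CHOP2 cleavage activates the enterokinase reporter on its substrate; USP2 core 10nM, Ub-CHOP2 and substrate 25nM each, 30min compound preincubation then 60min RT; data normalized to NEM, curves fitted.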
PKM2 act: qHTS Assay for Activators of Human Muscle isoform 2 Pyruvate Kinase; Pyruvate kinase PKM (Homo sapiens), P14618; purified PKM2, Kinase-Glo ATP luminescence, activation; response scale: 0% is enzyme alone, no compound; Potency, µM (series often up to 57.5 µM), for inactives: top-dose activation, usual class: activators; 0.34% of 260,000 active; also: potency is read from the fitted curve at half-maximal effect; % is scaled to controls: 0 for no effect and ±100 for the full control effect; nearly all actives have a fitted effect of over 55% in size
Target sequence (P14618 whole entry, looked up, canonical isoform): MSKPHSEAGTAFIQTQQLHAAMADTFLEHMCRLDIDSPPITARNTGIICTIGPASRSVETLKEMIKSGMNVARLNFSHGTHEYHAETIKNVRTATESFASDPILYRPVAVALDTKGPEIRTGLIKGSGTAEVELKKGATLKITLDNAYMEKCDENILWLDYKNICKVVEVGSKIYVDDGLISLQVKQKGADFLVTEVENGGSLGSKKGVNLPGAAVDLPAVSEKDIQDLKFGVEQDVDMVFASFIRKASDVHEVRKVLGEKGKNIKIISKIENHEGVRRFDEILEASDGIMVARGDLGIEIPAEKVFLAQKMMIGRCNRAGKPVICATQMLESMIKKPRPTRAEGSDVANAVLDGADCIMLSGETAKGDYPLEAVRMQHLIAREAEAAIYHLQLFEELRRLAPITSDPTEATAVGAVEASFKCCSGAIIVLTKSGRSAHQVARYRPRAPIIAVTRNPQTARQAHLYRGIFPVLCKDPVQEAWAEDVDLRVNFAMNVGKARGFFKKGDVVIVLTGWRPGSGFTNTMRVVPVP
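Purified hPK-M2 (>95%) run at intermediate activity with 0.1 mM ADP and 0.5 mM PEP in 50 mM imidazole pH 7.2, KCl, MgCl2; 1 h room temperature. ATP formed read by Kinase-Glo luminescence; normalized to uninhibited and no-enzyme controls.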
MBNL1 CUG block: qHTS Assay for Inhibitors of MBNL1-poly(CUG) RNA binding; AID 2675, 2010; Potency, µM (doses to about 57.5 µM), for inactives: at the highest dose activity change, negative = inhibition, most hits filed as inhibitors; 0.036% of 280,000 active; Muscleblind-like protein 1 (Homo sapiens), Q9NR56; TR-FRET MBNL1-His/biotin-(CUG)12 binding, 665/545 ratio; active = well fitted inhibition curve with a large enough effect in the signal ratio, with a control signal flat, not every such curve was filed as active; inconclusive = small, poorly fitted or top-dose-only effect, or effect the other way, or a change in a side signal; inactive = no such curve, though single readings can be large or run the other way; the % refers to the signal ratio; also: potency is read from the fitted curve at half-maximal effect; % is scaled to controls: 0 for no effect and ±100 for the full control effect
Target sequence (Q9NR56 whole entry, looked up): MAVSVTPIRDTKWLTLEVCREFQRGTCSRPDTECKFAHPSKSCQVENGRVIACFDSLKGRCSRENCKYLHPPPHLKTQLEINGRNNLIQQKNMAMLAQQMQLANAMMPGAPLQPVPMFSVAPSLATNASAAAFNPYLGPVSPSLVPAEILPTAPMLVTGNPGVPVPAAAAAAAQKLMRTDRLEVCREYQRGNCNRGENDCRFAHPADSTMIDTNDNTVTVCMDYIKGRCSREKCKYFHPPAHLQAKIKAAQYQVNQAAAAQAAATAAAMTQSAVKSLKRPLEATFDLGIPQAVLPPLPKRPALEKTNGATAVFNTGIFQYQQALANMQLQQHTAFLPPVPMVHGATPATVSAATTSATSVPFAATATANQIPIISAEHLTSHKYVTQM
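Ratiometric TR-FRET (665 over 545 nm, excitation 340 nm) tracks disruption of MBNL1-His/biotin-(CUG)12 complex after 60 min at room temperature, with compounds at 92 nM to 58 uM final.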
GALK inhibitor: qHTS Assay for Inhibitors of Human Galactokinase (GALK). P51570. Purified GALK, Kinase-Glo residual ATP luminescence. Potency, µM (doses to about 57.5 µM), inactives show top-dose activity change, negative = inhibition, hits mostly inhibitors. 0.007% of 270,000 active; also: potency is read from the fitted curve at half-maximal effect; % is scaled to controls: 0 for no effect and ±100 for the full control effect
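Compounds were pin-transferred into ATP buffer (35 uM final), then GALK plus galactose (5 nM, 100 uM final) was added. After 1 h at room temperature, Kinase-Glo Plus was added and luminescence read after 10 min.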
ASM inhibitor: Inhibitors of Secretory Acid Sphingomyelinase (S-ASM): qHTS; Sphingomyelin phosphodiesterase (Homo sapiens), P17405; placental ASM, HMU-PC fluorogenic substrate, 60 min; Potency, µM (series often up to 57.5 µM), for the others: at the highest dose activity change, negative = inhibition, actives largely listed as inhibitors; 0.006% of 340,000 active; AID 504937, 2011; also: potency is read from the fitted curve at half-maximal effect
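Fluorogenic HMU-PC substrate (9 uM final) is turned over by placental ASM in 60 min at 37 C after a 10 min compound preincubation. Reaction ended by alkaline stop (pH 10), with fluorescence read at 386/447 nm.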
Chronic BCR inh: qHTS Assay to Find Inhibitors of Chronic Active B-Cell Receptor Signaling | ABC-DLBCL IkBa-CBG/CBR reporter, luminescence ratio, 4 h | Potency, µM (titrated, usually from 46.1 µM), inactives show top-dose ratio change, negative = lower green/red ratio, usual class: inhibitors | 0.05% of 340,000 active; active = well fitted inhibition curve with a large enough effect in the signal ratio, with a control signal flat, not every such curve was filed as active; inconclusive = small, poorly fitted or top-dose-only effect, or effect the other way, or a change in a side signal; the % refers to the signal ratio;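 also: potency is read from the fitted curve at half-maximal effect; plate controls were basal doxycycline-induced cells for no effect and cells given 10 µM MG132 for full effect; MG132 reads +100%, hits lower the ratio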
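Compounds up to 46 uM were incubated four hours with TMD8 cells whose green CBG68 luciferase is fused to IkappaBalpha; red CBR luminescence normalised the signal, and concentration-effect curves were fitted to fusion, red and ratio data.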
KCNH2 WT inh: qHTS for Inhibitors of KCHN2 3.1: Wildtype qHTS; Voltage-gated inwardly rectifying potassium channel KCNH2 (Homo sapiens), Q12809; U2OS, BacMam KCNH2, thallium flux FluxOr; hits give low values; activity change, % at 1.84 µM; 0.37% of 340,000 active;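 active = maximum activity change below -70%; inconclusive = maximum activity change between -70% and -50%; inactive = maximum activity change above -50%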; also: % is scaled to controls: 0 for no effect and ±100 for the full control effect
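U2OS cells transduced with wild-type KCNH2 virus are loaded with FluxOr dye for 45 min, and thallium flux is measured in kinetic reads before and after stimulation buffer. Rate constants are normalized to DMSO controls.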
Menin MLL FP TR: qHTS Assay for Inhibitors Targeting the Menin-MLL Interaction in MLL Related Leukemias: Competition With Texas Red Labeled MLL-derived Mutant Peptide; O00255; Menin + Texas Red MLL mutant peptide, fluorescence polarization; Potency, µM (doses to about 61.6 µM), without a hit: at the highest dose FP activity change, negative = inhibition, actives largely listed as inhibitors; 0.23% of 270,000 active; AID 1768, 2009; active = well fitted inhibition curve with a large enough effect in the polarisation, with a control signal flat, not every such curve was filed as active; inconclusive = small, poorly fitted or top-dose-only effect, or effect the other way, or a change in a side signal; inactive = no such curve, though single readings can be large or run the other way; the % refers to the polarisation; also: potency is read from the fitted curve at half-maximal effect; % of control where 0% means no effect; many of its hits are not listed in these tables
TSHR antagonist: Antagonists of the Thyroid Stimulating Hormone Receptor: HTS campaign; AID 504810, 2011; 0.2% of 330,000 active; Thyrotropin receptor (Homo sapiens), P16473; TSHR-expressing cells, TSH-stimulated cAMP HTRF, 2 h; hits give low values; activity change, negative = inhibition, % at 11.5 µM;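 active = activity change below a set negative limit, meaning inhibition stronger than a set level, cut at about -70% in these data; inconclusive = activity change between two set negative limits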; also: % is scaled to controls: 0 for no effect and ±100 for the full control effect
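Competitive HTRF cAMP read-out (cryptate anti-cAMP antibody, cAMP-d2; 30 min, room temperature) in freshly harvested TSHR cells. Compounds added before TSH at EC80 (4nM final), followed by 2 hours' incubation at 37 deg C.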
Eya2 inh: qHTS Assay for Inhibitors of the Phosphatase Activity of Eya2; Protein phosphatase EYA2 (Homo sapiens), O00167; recombinant Eya2, OMFP fluorescence dephosphorylation (OMFP is methylfluorescein phosphate); Potency, µM (doses to about 76.9 µM), without a hit: at the top dose activity, negative = inhibition, most hits filed as inhibitors; 0.006% of 330,000 active; AID 488837, 2010; also: potency is read from the fitted curve at half-maximal effect; % is scaled to controls: 0 for no effect and ±100 for the full control effect
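Eya2 protein (added as 0.2 uM solution) was preincubated with compound for 10 min at ambient temperature in 50 mM HEPES pH 7.5, 50 mM NaCl, 5 uM MgCl2, 0.05% BSA, 1 mM DTT. OMFP (added at 50 uM) then reacted 10 min; fluorescence read at 485/525 nm.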
Mito fusion act: qHTS Assay for Small Molecule Inhibitors of Mitochondrial Division or Activators of Mitochondrial Fusion | 0.23% of 320,000 active | S. cerevisiae fusion-defective mutant growth rescue, CellTiterGlo 48 h | Potency, µM (titrated, usually from 46.1 µM), without a hit: at the top dose growth rescue (activation), usual class: activators;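 also: potency is read from the fitted curve at half-maximal effect; % of control where 0% means no effect; nearly all actives have a fitted effect of over 45% in size; temperature-sensitive fusion mutants such as fzo1-1 at 37 °C on non-fermentable ethanol glycerol medium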
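Luminescent cell viability in 1536-well qHTS format served as the measure of rescued growth in ts fusion-mutant S. cerevisiae cultured on non-fermentable YPEG for 48 hours at 37C.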
Numbers without * were called inactive; i = inactive; ? = inconclusive; · = no result given; [ ] = dose if it differs, or a comment. Unless noted, calls follow the shape of the dose curve; as a rule, active = well fitted curve in the direction sought with a large enough effect; inconclusive = small, poorly fitted or top-dose-only effect, or another doubt; inactive = no such curve, though single readings can be large; an effect the other way counts as inactive or inconclusive.

SMILES	USP2a inh	PKM2 act	MBNL1 CUG block	GALK inhibitor	ASM inhibitor	Chronic BCR inh	KCNH2 WT inh	Menin MLL FP TR	TSHR antagonist	Eya2 inh	Mito fusion act
O=C(Nc1ccncc1)C1CCN(S(=O)(=O)c2c(Cl)cccc2Cl)CC1	-0.1%	·	·	·	-0.6%	0.6%	-9.0	·	-14.0	4.0%	-3.7%
CC(C)C(=O)Nc1ccccc1-c1nc2ccccc2[nH]c1=O	1.3%	-4.6%	?	-5.2%	159.9%[activator]	7.5%	5.0	-2.4%	18.2	-13.3%	0.8%
COc1cccc(C(CNc2ccc(S(=O)(=O)N3CCN(C)CC3)cc2[N+](=O)[O-])N(C)C)c1 (configuration not stated)	-0.2%	·	·	·	-8.3%	-2.7%	-11.6	·	6.2	22.0%	-16.0%
COc1ccc(C(=O)Nc2ccc(S(=O)(=O)N3CCCCC3C)cc2)c(OC)c1OC (configuration not stated)	-14.9%	-4.8%	0.7%	-1.1%	1.2%	-12.5%	-4.9	-11.3%	-4.0	-27.3%	3.3%
CC1=C(C#N)C(c2cccnc2)C2=C(N1)c1ccccc1C2=O (configuration not stated)	-0.8%	6.0%	?	-1.6%	2.6%	10.2%	17.0	-16.8%	-3.9	-5.5%	0.9%
O=C(NCc1cccnc1)c1ccc(CN2CCc3ccccc3C2)cc1	3.2%	2.9%	?	-0.1%	-0.3%	2.6%	-0.4	-6.6%	9.9	7.4%	2.4%
COc1ccc(C(=O)OCC(=O)Nc2ccc([N+](=O)[O-])cc2OC)c(O)c1	-0.1%	6.2%	-0.7%	-2.6%	-2.4%	-1.4%	i	2.3%	12.1	1.5%	1.9%
COc1ccc(C(NC(=O)c2c(F)c(F)c(F)c(F)c2F)c2ccccc2)cc1 (configuration not stated)	-0.2%	-0.3%	7.1%	-0.4%	-3.3%	?	-3.2	11.5%	?	-1.2%	5.4%

Random excerpt: 2 records from the list.
SMILES	USP2a inh	PKM2 act	MBNL1 CUG block	GALK inhibitor	ASM inhibitor	Chronic BCR inh	KCNH2 WT inh	Menin MLL FP TR	TSHR antagonist	Eya2 inh	Mito fusion act
COc1ccc(C(NC(=O)c2c(F)c(F)c(F)c(F)c2F)c2ccccc2)cc1 (configuration not stated)	-0.2%	-0.3%	7.1%	-0.4%	-3.3%	?	-3.2	11.5%	?	-1.2%	5.4%
COc1cccc(C(CNc2ccc(S(=O)(=O)N3CCN(C)CC3)cc2[N+](=O)[O-])N(C)C)c1 (configuration not stated)	-0.2%	·	·	·	-8.3%	-2.7%	-11.6	·	6.2	22.0%	-16.0%

(further entries)
SMILES	USP2a inh	PKM2 act	MBNL1 CUG block	GALK inhibitor	ASM inhibitor	Chronic BCR inh	KCNH2 WT inh	Menin MLL FP TR	TSHR antagonist	Eya2 inh	Mito fusion act
COc1cc(/C=N/n2c(C3CCCCC3)n[nH]c2=S)cc(Br)c1O	0.8%	·	1.3%	-1.8%	-6.8%	5.4%	-10.9	?	-32.1	-5.1%	3.5%
O=C(Nc1ccc(F)cc1F)c1ccc(COc2c(F)c(F)cc(F)c2F)o1	-0.6%	0.2%	-4.3%	3.3%	-1.7%	1.4%	-10.8	-8.1%	-9.7	-10.1%	0.9%
COC(=O)c1c(C)nc2c(c(SC)nn2-c2ccccc2)c1N	-10.1%	0.9%	-4.0%	2.9%	-10.4%	9.4%	-6.2	-3.4%	-15.4	23.9%	4.8%
NCCCC[C@@H]1NC(=O)[C@H](CCC(=O)O)NC(=O)c2cc([N+](=O)[O-])cc(I)c2NCC[C@@H](C(N)=O)NC1=O	1.6%	-16.0%	?	·	1.7%	-3.6%	2.4	8.0%	11.4	-8.2%	2.0%
Cc1ccccc1N(C(=O)c1ccccn1)C(C(=O)NCc1ccccc1)c1cccnc1 (configuration not stated)	4.5%	0.4%	-4.7%	-4.4%	16.7%	-1.4%	-5.0	-17.3%	8.6	-22.1%	-3.8%
Cc1ccc2cccc(S(=O)(=O)n3nc(C)cc3C)c2n1	0.4%	16.2%	-14.6%	0.0%	-2.2%	-2.0%	-11.4	-22.4%	4.3	3.0%	10.5%
CC1(C)Cc2cccc(OCC(=O)OCC(=O)NCc3ccccc3)c2O1	1.8%	-0.2%	3.7%	5.5%	3.3%	0.8%	-1.3	4.2%	1.2	-4.9%	2.7%
COc1cc(NC(=O)COC(=O)/C=C/c2ccccc2Cl)cc(OC)c1	0.3%	14.5%	·	1.6%	?	0.1%	-6.2	10.7%	2.4	-3.3%	-10.2%
O=C(NCc1ccc(F)cc1)C(c1ccc(Cl)cc1)N(C(=O)c1csnn1)C1CC1 (configuration not stated)	-3.1%	2.1%	-3.8%	15.8%	-2.5%	?	-2.3	34.6%[activator]	7.8	-7.9%	-10.8%
CCN(CC(=O)Nc1ccc2c(c1)OCCO2)Cc1cc(=O)oc2cc(C)c(C)cc12	2.8%	-5.9%	-5.0%	-3.0%	-17.0%	?	-5.8	?	4.3	1.7%	15.4%
COc1ccc(OC2C(=O)N(c3cc(C)ccc3C)C2c2ccc(OC)c(OC)c2)cc1 (configuration not stated)	4.3%	-1.9%	-6.2%	-0.5%	0.5%	-17.9%	0.1	0.3%	4.5	-1.3%	-4.5%
COc1ccc(OC)c(NC(=O)Cn2c(C)nc3ccccc3c2=O)c1	1.9%	3.6%	?	1.0%	-0.2%	?	-1.9	-11.2%	-33.8	-0.6%	-21.1%
O=C(NC(=O)c1c(F)cccc1F)O/N=C1\CCCc2occc21	0.2%	-7.0%	-8.8%	-0.7%	-3.9%	-1.1%	-1.0	·	11.5	10.5%	1.1%
Fc1cccc(NC(=S)NCCc2ccccc2)c1	2.8%	-1.4%	-13.3%	·	-0.2%	?	34.1	8.1%	-0.1	5.2%	13.0%
O=C(Nc1cccc(Cl)c1)Nc1cc(S(=O)(=O)N2CCCCC2)ccc1Cl	3.1%	10.1%	-2.4%	-0.4%	-12.1%	?	4.3	?	-28.8	-7.1%	7.4%
CCc1c(C)nc(N)n2c(SCC(=O)N3CCN(c4ccccc4F)CC3)nnc12	0.0%	0.9%	-8.7%	-1.5%	·	5.7%	·	9.6%	0.3	-6.2%	-0.4%
Cc1nc2ccc(S(=O)(=O)NCC(=O)N3CCCCC3)cc2s1	0.9%	5.1%	0.4%	2.2%	-1.0%	?	5.4	-7.1%	-6.1	-35.1%	-3.2%
CCCCCCC1C(C#N)=C(N)OC2=C1C(=O)CCC2 (configuration not stated)	1.2%	-21.8%	-16.4%	0.7%	1.7%	10.8%	5.3	10.5%	12.1	-23.9%	13.9%
CC#CCN(CC#CC)S(=O)(=O)c1ccc(-n2cnnn2)c(OC)c1	1.4%	-2.8%	1.1%	5.6%	-1.6%	?	4.1	-4.5%	-9.3	-2.8%	10.9%
COc1cc(C(C)=O)ccc1Oc1ncnc2c1cnn2-c1cccc(Cl)c1	3.5%	-4.1%	·	0.6%	2.2%	4.0%	0.8	0.9%	0.1	4.6%	-4.8%
CCc1ccc(Nc2ncnc3nc[nH]c23)cc1	4.2%	3.1%	4.4%	0.4%	-0.3%	-11.9%	0.4	·	-5.2	5.0%	-2.9%

The list is partial; count on the stated rates, not on these rows.
